PAFAH2 FP inh – PAFAH2 (human) inhibition; 340,000 compounds, 0.99% hits; inhibition, % at 3.39 µM; recombinant PAFAH2, FP-rhodamine activity probe, fluorescence polarization; AID 492956;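 active = inhibition above the mean over all tested compounds plus 3 SD, cut at about 30% in these data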;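 also: inhibitors block probe labeling of enzyme so polarization drops; 0% = enzyme with DMSO and 100% = wells lacking PAFAH2 protein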
pPAFAH FP inh – inhibitors of human plasma PAF acetylhydrolase (pPAFAH) | Q13093 | recombinant pPAFAH, FP-rhodamine probe fluorescence polarization | inhibition, % at 3.39 µM | 330,000 compounds, 1.5% hits | AID 463082;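 active = inhibition above the mean inhibition across the screen plus 3 SD, cut at about 25% in these data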;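 also: inhibitors block binding of the rhodamine activity-based probe so polarization drops; 0% = enzyme with DMSO and 100% = wells lacking pPAFAH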
GSTO1 counter – counter-screen for RBBP9 inhibitors: inhibitors of human GSTO1; AID 1974; 300,000 compounds, 1.1% hits; P78417; inhibition, % at 5.96 µM; recombinant GSTO1, activity-based probe fluorescence polarization;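 active = inhibition above the campaign mean inhibition plus 3 SD, cut at about 35% in these data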;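 also: 0% = GSTO1-1 with DMSO and 100% = wells lacking GSTO1-1 enzyme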
LYPLA1 inh – blocks human lysophospholipase 1, a PME1 counter-screen; 320,000 compounds, 0.16% hits; recombinant LYPLA1, FP-Rh probe fluorescence polarization; inhibition, % at 5.9 µM; O75608; AID 2174;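 active = inhibition above the mean of all tested compounds plus 3 SD, set per campaign, cut at about 14% in these data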;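 also: inhibitors block serine hydrolase probe labeling of LYPLA1 so polarization falls; 0% = enzyme with DMSO and 100% = wells lacking LYPLA1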
Target sequence (O75608 whole entry, looked up): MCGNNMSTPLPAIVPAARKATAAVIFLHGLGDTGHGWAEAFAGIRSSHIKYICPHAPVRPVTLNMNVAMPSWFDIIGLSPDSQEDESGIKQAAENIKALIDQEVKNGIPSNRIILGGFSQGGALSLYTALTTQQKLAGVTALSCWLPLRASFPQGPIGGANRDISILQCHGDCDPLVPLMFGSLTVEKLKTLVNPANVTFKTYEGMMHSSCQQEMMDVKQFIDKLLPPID
Fam108B inh – counter-screen for RBBP9 inhibitors: inhibitors of mouse Fam108B. recombinant Fam108B, FP-Rh probe fluorescence polarization. 300,000 compounds, 0.33% hits. inhibition, % at 9.51 µM;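 active = inhibition above the screen mean inhibition plus 3 SD, computed separately per campaign, cut at about 18% in these data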;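 also: inhibitors lower polarization as less probe binds the enzyme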
PME-1 inh – blocks human protein phosphatase methylesterase 1; Q9Y570; inhibition, % at 5.9 µM; recombinant PME-1, FP-Rh probe fluorescence polarization; 320,000 compounds, 0.53% hits; AID 2130;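 active = inhibition above the campaign mean of all compounds plus 3 SD, cut at about 26% in these data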;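 also: competitive labeling of PME-1 active site by serine hydrolase directed probe; 0% = PME-1 with DMSO and 100% = wells lacking PME-1 enzyme; inhibitors block probe labeling so polarization falls and inhibition rises; many of its hits are not listed in these tables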
PAFAH1B3 inh – inhibitors of human PAFAH1B3; Q15102; recombinant PAFAH1B3, FP-rhodamine probe, fluorescence polarization; inhibition, % at 3.39 µM; 340,000 compounds, 0.28% hits; AID 492972;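 active = inhibition above the screen-wide average of all tested compounds plus 3 SD, cut at about 25% in these data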;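 also: 0% = enzyme with DMSO only and 100% = wells lacking PAFAH1B3 protein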
PAFAH1B2 inh – PAFAH1B2 (human) inhibition | P68402 | recombinant PAFAH1B2, FP-rhodamine activity probe, fluorescence polarization | inhibition, % at 3.39 µM | 340,000 compounds, 1.2% hits;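 active = inhibition above the mean of all tested compounds plus 3 SD, cut at about 24% in these data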;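 also: 0% = enzyme with DMSO and 100% = wells lacking PAFAH1B2; many of its hits are not listed in these tables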
PAD4 inh – PAD4 (human) enzyme inhibition. Q9UM07. recombinant PAD4, RCA probe fluorescence polarization. inhibition, % at 6.36 µM. 330,000 compounds, 0.41% hits;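 active = percent inhibition above a cutoff equal to the mean of all tested compounds plus 3 SD, cut at about 15% in these data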;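 also: 0% = PAD4 with RCA probe and DMSO and 100% = probe without PAD4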
Target sequence (Q9UM07 whole entry, looked up): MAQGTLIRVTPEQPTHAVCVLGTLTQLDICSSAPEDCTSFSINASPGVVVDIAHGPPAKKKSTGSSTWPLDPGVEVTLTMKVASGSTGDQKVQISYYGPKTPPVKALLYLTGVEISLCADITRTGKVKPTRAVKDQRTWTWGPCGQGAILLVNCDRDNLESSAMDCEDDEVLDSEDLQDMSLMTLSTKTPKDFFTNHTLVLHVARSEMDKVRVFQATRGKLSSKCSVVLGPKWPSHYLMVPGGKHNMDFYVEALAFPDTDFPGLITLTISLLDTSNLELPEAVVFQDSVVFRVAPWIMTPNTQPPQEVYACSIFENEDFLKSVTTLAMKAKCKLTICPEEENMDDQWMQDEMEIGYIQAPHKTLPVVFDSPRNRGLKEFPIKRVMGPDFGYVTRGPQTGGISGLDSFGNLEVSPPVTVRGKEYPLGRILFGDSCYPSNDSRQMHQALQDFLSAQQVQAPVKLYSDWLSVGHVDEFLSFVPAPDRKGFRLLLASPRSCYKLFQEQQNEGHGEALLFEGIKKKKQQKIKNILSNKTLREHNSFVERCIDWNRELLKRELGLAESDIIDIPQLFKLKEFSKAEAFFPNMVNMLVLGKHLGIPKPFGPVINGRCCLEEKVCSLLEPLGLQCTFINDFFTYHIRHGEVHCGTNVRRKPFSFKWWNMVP
Active calls of the source: *; . = not tested or not shown. Not all compounds are listed, so the mix of outcomes need not match the whole.

SMILES	PAFAH2 FP inh	pPAFAH FP inh	GSTO1 counter	LYPLA1 inh	Fam108B inh	PME-1 inh	PAFAH1B3 inh	PAFAH1B2 inh	PAD4 inh
Cc1ccc2[nH]c(SCC(=O)N3CCOCC3)nc2c1C	1.8	4.6	8.8	1.3	1.5	1.7	-4.5	3.0	2.3
COc1ccc(N(Cc2cc3ccc(C)cc3[nH]c2=O)C(=O)C2CCCO2)cc1 (centres undefined)	4.3	13.6	-2.6	-3.0	1.6	-1.0	8.2	6.0	0.0
O=C(O)CP(=O)(c1ccccc1)c1ccccc1	3.6	-6.5	2.5	1.1	-0.1	-7.1	6.6	-3.5	-3.2
OC(CNCc1ccccc1)(c1ccc(F)cc1)c1ccc(F)cc1	1.4	0.0	-1.1	0.1	5.3	-8.1	7.2	7.9	-2.2
FC(F)(F)c1cccc(CN2CCN(c3ncccn3)CC2)c1	1.9	1.4	0.7	0.5	0.3	0.5	-3.7	-4.6	7.5
O=C(O)c1c[nH]ccc1=O	2.8	0.5	15.9	0.9	4.8	-5.2	6.8	1.0	0.6
Cc1ccc(C(C)C)c(OCC(=O)Nn2c(=O)[nH]c3ccccc3c2=O)c1	3.7	-4.0	-4.4	-0.7	5.9	-8.5	4.7	-1.1	2.3
Cc1onc(-c2c(Cl)cccc2Cl)c1C(=O)N1CCN(c2ccc(F)cc2)CC1	-3.9	6.4	1.6	-1.0	3.1	2.0	10.8	11.2	1.8
O=C(c1ccc(Cl)cc1)N1CCN(C(=O)C2CCCCC2)CC1	2.1	-3.7	2.5	1.7	4.2	-1.4	4.2	11.6	1.9
CCN(CC)CCCNC(=O)c1cc(-c2ccc(Cl)cc2)on1	-0.7	0.8	4.0	-1.3	1.1	1.1	0.6	2.2	-2.1
CC(C)c1ccc(OCc2ccc(C(=O)N3CCN(c4ccccn4)CC3)cc2)cc1	-5.1	8.1	5.2	0.7	-0.5	4.5	-4.0	-5.6	-6.7
CCc1ccc(NC(=S)NC(=O)c2c(-c3ccccc3Cl)noc2C)cc1	-0.1	2.0	2.5	-5.7	-5.4	-11.7	2.5	-1.2	-2.2
N#Cc1cn(CCCOc2ccccc2)c2ccccc12	-8.1	-0.9	3.8	0.8	-1.9	1.9	7.2	0.6	-2.7
CC1CCN(C(=O)CCc2ccc(Oc3cc([N+](=O)[O-])cc([N+](=O)[O-])c3)cc2)CC1	12.9	11.3	-4.2	4.2	4.4	7.2	6.0	10.2	-0.7
O=S1(=O)c2ccccc2N=NN1Cc1cc(Cl)cc(Cl)c1	.	33.4*	14.3	0.2	7.4	8.9	.	.	-5.3
Cc1cccc(OC2CCN(Cc3c(C(=O)N4CCCC4)nc4ccccn34)CC2)c1	0.7	7.0	-1.1	2.1	-1.2	-2.7	-3.9	1.5	-4.7
COc1ccc2c(=O)c(-c3cnn(-c4ccccc4)c3)c(C)oc2c1	2.1	-6.4	3.4	-4.3	-3.2	-5.6	13.1	1.1	-3.1
O=c1[nH]cccc1-c1nc2cc(Cl)ccc2n1Cc1ccccc1	-4.8	6.2	0.9	-3.2	-0.5	0.7	3.3	5.0	-1.3
O=C(COc1ccc(Br)cc1)N1CCN(c2ccc([N+](=O)[O-])c(N3CCCCC3)c2)CC1	-3.2	-2.8	1.8	66.2*	6.9	2.0	2.4	-0.8	1.1
O=C1CC(N2C(=O)/C(=C/C=C/c3ccccc3)SC2=S)C(=O)N1c1ccccc1 (centres undefined)	-2.8	1.1	-12.3	-21.9	-4.4	-37.4	-17.4	-3.0	-2.3
CCNC(=O)Nc1cc2nc(C)n(Cc3ccc(Br)cc3)c2nc1C	-0.5	3.0	2.2	-0.6	0.8	-4.5	-4.5	-1.3	-2.9
COc1ccc(CN2C(=O)C(C)Nc3ncnc(N4CCN(c5ccccc5)CC4)c32)cc1 (centres undefined)	-6.4	-0.7	.	.	.	.	4.5	-3.6	3.2
CN(CC(=O)Nc1c(Cl)cccc1Cl)C(=O)Cn1[nH]c(=O)c2ccccc2c1=O	4.5	0.3	.	1.4	.	5.6	-3.0	3.6	-9.0
Cc1cc(/C=N/NC(=O)COc2cccc3cccnc23)c(C)n1-c1ccc(O)cc1	0.0	13.7	0.1	-2.0	0.0	-8.0	5.5	0.7	-0.2
Cc1cc(C(=O)CCC(=O)Nc2ncccc2C)c(C)s1	8.4	2.9	6.2	2.1	0.7	1.3	3.3	2.6	-2.2
Cc1ccccc1NC(=O)c1cccc(C(F)(F)F)c1	-3.0	-1.2	1.3	-2.1	2.7	5.2	5.7	-6.6	0.2
CCC1CCCCN1CCCNC(=O)CSc1nc2nc(C)c(Cc3ccccc3)c(C)n2n1 (centres undefined)	-10.7	-3.8	4.7	-1.4	0.3	-7.2	-8.1	-6.3	-2.8
Cc1ccc(NCC(=O)N/N=C/c2cccn2C)cc1	-3.2	2.2	12.3	1.0	-0.5	6.1	8.2	2.3	1.7
Cn1nc(C(=O)NCCc2ccc(S(N)(=O)=O)cc2)c2c1-c1ccccc1S(=O)(=O)C2	3.7	5.7	4.6	1.0	-3.5	-3.6	9.5	2.2	2.7
COc1ccc2ccccc2c1CNC(C)c1ccccc1 (centres undefined)	-2.7	3.0	-6.9	2.5	-5.9	-2.4	10.6	1.0	-5.3
O=C(CCc1c[nH]c2ccccc12)NCCc1ccc2c(c1)OCCO2	-0.8	2.0	1.3	2.7	-0.5	5.1	-0.9	5.3	-1.0
CC(C)c1ccc(NC(=O)NC2CC3CCC(C2)N3Cc2cccs2)cc1 (centres undefined)	1.7	2.9	-2.1	0.9	0.9	-3.6	10.5	6.3	-0.5
CCOC(=O)C1CCN(c2nc(C)nc3c2oc2ccccc23)CC1	4.7	2.5	2.0	-0.3	2.9	2.1	-4.8	2.5	-1.5
Cc1ccc(S(=O)(=O)NCC(=O)N(CC(=O)NC(C)(C)C)Cc2ccc3c(c2)OCO3)cc1	2.5	6.4	-4.2	-3.2	-0.6	-0.1	11.2	12.6	-3.1
CC1CCc2nc(NCCO)nc(C(F)(F)F)c2C1 (centres undefined)	3.1	2.3	3.5	1.6	0.1	5.9	-1.5	-3.2	3.7
CC(=O)Oc1cccc(N2C(=O)C3C(C2=O)C2C=CC3C23CC3)c1 (centres undefined)	-0.9	0.5	-4.3	1.0	-1.3	-1.6	-2.0	8.8	1.2
COc1cccc(/C=N/Nc2ncnc3c2ncn3Cc2ccccc2)c1O	15.3	6.9	-9.9	1.3	1.9	-4.9	3.4	2.9	-7.2
Nc1ccc(NC(=O)c2cccc(C(=O)Nc3ccc(N)cc3Cl)c2)c(Cl)c1	11.2	3.0	1.0	0.6	-0.6	1.5	1.8	5.1	-3.9
O=C(NCc1ccco1)c1ccc(Br)c(S(=O)(=O)N2CCCCC2)c1	1.2	10.2	1.5	-3.8	-1.8	2.6	-5.0	1.1	-3.6
CCNC(=O)N1C(CC(=O)OCC)C(=O)NC2CCCCC21 (centres undefined)	-1.4	-1.8	-6.8	3.5	0.7	-2.3	1.4	3.8	0.3
CCn1c(/C=C/Nc2ccccc2)[n+](CC)c2ccc(C(=O)OCC(F)(F)F)cc21	5.0	3.0	11.9	3.2	1.9	-2.5	5.1	-3.5	1.6
Cc1cc(CNC(=O)C(C)n2cc([N+](=O)[O-])cn2)c2ccccc2n1 (centres undefined)	6.7	0.2	12.5	3.4	-3.1	1.7	-3.9	1.4	-9.2
CC(Sc1nnc(-c2ccncc2)n1C)C(=O)Nc1nccs1 (centres undefined)	-8.9	3.0	6.5	0.1	-2.7	1.8	9.7	1.2	-4.1
COCC(=O)Nc1nc(-c2ccccc2)c(C)s1	1.6	-6.1	-0.5	-1.0	-0.6	-8.3	6.1	6.5	-3.2
O=C1CC(N2CCN(Cc3ccccc3)CC2)C(=O)N1 (centres undefined)	-2.4	1.7	2.7	2.6	1.1	4.5	-8.6	4.0	-1.9
CN(C(=O)C1CCOC1)c1nnc(-c2ccncc2)s1 (centres undefined)	-3.0	0.6	-0.9	3.9	-1.7	-1.9	4.6	-1.2	-0.8
C=CC1=C(C(=O)O)N2C(=O)[C@@H](NC(=O)/C(=N\OCC(=O)O)c3csc(N)n3)[C@H]2SC1	-4.1	4.8	.	.	.	.	-0.8	4.7	-4.2
CN1CCN(c2ccc(NC(=O)COc3ccccc3Cl)cc2)CC1	0.5	-2.2	1.7	3.1	4.1	4.9	-1.5	2.4	0.0
COc1ccc(N(C(=O)C(C)C)S(=O)(=O)c2cccs2)cc1	-1.1	2.5	-0.1	2.6	-4.2	5.9	2.2	0.6	-5.3
COc1ccc(S(=O)(=O)Nc2cccc3c2O[C@@H](CN(C)CC2CC2)[C@@H](C)CN([C@@H](C)CO)C3=O)cc1	0.7	4.5	.	.	.	.	6.3	6.2	2.2
Cc1ccccc1CN1CCC(Oc2ccc(C(=O)NCc3ccccn3)cc2)CC1	-1.9	2.9	0.5	-0.3	4.6	-1.5	2.4	-0.1	-3.2
Cc1ccc(S(=O)(=O)N(C)CC(=O)OCC(=O)N2CCCC2=O)cc1	0.2	7.5	4.7	1.9	5.3	-0.9	7.1	15.1	-0.6
NC1=NC(=O)C(CC(=O)NCc2ccccc2)S1 (centres undefined)	-1.6	3.0	-2.6	-2.6	-0.9	-1.9	-0.3	4.7	-0.2
CC(=O)c1cccc(NC(=O)C(C)OC(=O)C2CCC2)c1 (centres undefined)	1.8	-2.8	2.4	-2.0	-1.2	-3.9	1.6	-1.8	2.5
O=C1CS/C(=C/C(=O)c2cccc(Cl)c2)N1	1.6	1.3	-1.2	-0.9	-0.7	-2.8	7.8	-3.3	-10.1
Cc1ccc(NCc2ccccc2)cc1	-3.7	4.5	-7.8	-2.0	-2.3	0.4	0.8	-1.1	1.6
Cc1ccc(NC(=O)CN(C)C(=O)COC(=O)COc2ccc(C#N)cc2)cc1	-1.8	16.7	-0.1	-5.8	0.0	-4.0	5.6	5.2	1.6

Screens as filed in PubChem.
